Bioassay records deposited in PubChem by National Center for Advancing Translational Sciences (NCATS).
MBNL1 CUG block = qHTS Assay for Inhibitors of MBNL1-poly(CUG) RNA binding. 280,000 compounds, 0.036% hits. TR-FRET MBNL1-His/biotin-(CUG)12 binding, 665/545 ratio. Muscleblind-like protein 1 (Homo sapiens), Q9NR56. Potency, µM (series often up to 57.5 µM), without a hit: at the top dose activity change, negative = inhibition, hits mostly inhibitors; active = well fitted inhibition curve with a large enough effect in the signal ratio, with a control signal flat, not every such curve was filed as active; inconclusive = small, poorly fitted or top-dose-only effect, or effect the other way, or a change in a side signal; inactive = no such curve, though single readings can be large or run the other way; the % refers to the signal ratio; also: potency is read from the fitted curve at half-maximal effect; % is scaled to controls: 0 for no effect and ±100 for the full control effect
Target sequence (Q9NR56 whole entry, looked up): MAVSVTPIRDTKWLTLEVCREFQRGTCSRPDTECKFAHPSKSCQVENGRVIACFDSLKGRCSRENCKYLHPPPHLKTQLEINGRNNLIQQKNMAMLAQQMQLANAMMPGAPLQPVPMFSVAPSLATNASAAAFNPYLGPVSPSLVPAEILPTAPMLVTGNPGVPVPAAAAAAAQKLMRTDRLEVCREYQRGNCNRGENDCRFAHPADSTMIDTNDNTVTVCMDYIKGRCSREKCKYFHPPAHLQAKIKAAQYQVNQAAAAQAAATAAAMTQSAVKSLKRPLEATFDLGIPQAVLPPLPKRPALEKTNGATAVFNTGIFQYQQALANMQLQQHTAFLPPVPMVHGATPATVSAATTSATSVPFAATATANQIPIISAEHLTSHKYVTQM
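Ratiometric TR-FRET (665 over 545 nm, excitation 340 nm) tracks disruption of MBNL1-His/biotin-(CUG)12 complex after 60 min at room temperature, with compounds at 92 nM to 58 uM final.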
ASM inhibitor = Inhibitors of Secretory Acid Sphingomyelinase (S-ASM): qHTS; Sphingomyelin phosphodiesterase (Homo sapiens), P17405; placental ASM, HMU-PC fluorogenic substrate, 60 min; Potency, µM (doses to about 57.5 µM), for the others: at the highest dose activity change, negative = inhibition, hits mostly inhibitors; 340,000 compounds, 0.006% hits; AID 504937, 2011; also: potency is read from the fitted curve at half-maximal effect
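HMU-PC0 cleavage (9 uM final) by human placental ASM, 60 min at 37 °C following 10 min compound exposure at RT; stopped at pH 10, fluorescence Ex 386/Em 447 nm.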
MLL CXXC-DNA inh = qHTS Fluorescence Polarization Assay for Inhibitors of MLL CXXC domain - DNA interaction. Histone-lysine N-methyltransferase 2A (Homo sapiens), Q03164. MLL-CXXC / FITC-HOXA9 DNA fluorescence polarization. Potency, µM (titrated, usually from 115 µM), for inactives: at the highest dose activity change, negative = inhibition, hits mostly inhibitors. AID 2662, 2010. 290,000 compounds, 0.037% hits; active = well fitted inhibition curve with a large enough effect in the polarisation, with a control signal flat, not every such curve was filed as active; inconclusive = small, poorly fitted or top-dose-only effect, or effect the other way, or a change in a side signal; inactive = no such curve, though single readings can be large or run the other way; the % refers to the polarisation; also: potency is read from the fitted curve at half-maximal effect
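Fluorescence polarization: 7 uM MLL-CXXC (stock) preincubated 5 min with compounds, then 50 nM fluorescein-HOX-A9 DNA (stock) added; 30 min ambient. Buffer 50 mM Tris-HCl pH 7.5, 50 mM NaCl, 1 mM DTT, 0.05% BSA.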
TRPV1 agonist = HTS Assay for Compounds that Act as Agonists of the Vanilloid Receptor 1 | 320,000 compounds, 0.19% hits | Transient receptor potential cation channel subfamily V member 1 (Homo sapiens), Q8NER1 | activation, % at 8.33 µM | AID 540275, 2011 | TRPV1-expressing cells, Fluo-8 calcium influx, agonist mode; in the data active = activation above about 80%; inconclusive = between about 30% and that limit; also: 0% is about no effect
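Cells expressing TRPV1 were dye-loaded with Fluo-8 and read kinetically: 10 s baseline, 3 min after compound (agonist portion), then 2 min after EC20 capsaicin (allosteric enhancer portion). Calcium-bound dye fluorescence at 480/520 nm.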
Coupling enz = qHTS Assay for Inhibitors of Fructose-1,6-bisphosphate Aldolase from Giardia Lamblia: Coupling assay counterscreen. activity change, negative = inhibition, % at 58.2 µM, hits read low. coupling enzyme system counterscreen, AmpLite Red fluorescence. 290,000 compounds, 0.67% hits; in the data active = activity change below about -30%; also: % is scaled to controls: 0 for no effect and ±100 for the full control effect
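Compounds tested against the coupling enzymes alone at 57.5 uM final; readout was AmpLite Red fluorescence (525/598 nm) after 20 min at RT.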
GALK inhibitor = qHTS Assay for Inhibitors of Human Galactokinase (GALK); P51570; Purified GALK, Kinase-Glo residual ATP luminescence; Potency, µM (series often up to 57.5 µM), for the others: top-dose activity change, negative = inhibition, most hits filed as inhibitors; 270,000 compounds, 0.007% hits; AID 1868, 2009; also: potency is read from the fitted curve at half-maximal effect; % is scaled to controls: 0 for no effect and ±100 for the full control effect
Target sequence (P51570 whole entry, looked up): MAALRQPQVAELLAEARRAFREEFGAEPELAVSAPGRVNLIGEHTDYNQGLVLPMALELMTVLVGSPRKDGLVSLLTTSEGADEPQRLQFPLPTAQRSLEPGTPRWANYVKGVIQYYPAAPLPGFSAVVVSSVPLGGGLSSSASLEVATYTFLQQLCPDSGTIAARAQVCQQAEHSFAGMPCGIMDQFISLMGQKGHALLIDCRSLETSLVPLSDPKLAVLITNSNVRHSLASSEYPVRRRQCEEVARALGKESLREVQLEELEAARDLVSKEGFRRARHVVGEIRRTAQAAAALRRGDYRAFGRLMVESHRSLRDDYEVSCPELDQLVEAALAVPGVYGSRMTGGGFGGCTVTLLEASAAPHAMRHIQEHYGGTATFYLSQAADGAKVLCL
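5 nM enzyme, 35 uM ATP, 100 uM galactose, 20 mM HEPES pH8.0, 5 mM MgCl2; 1 h RT; residual ATP by Kinase-Glo Plus luminescence, qHTS format.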
hERG WT inh = qHTS for Inhibitors of KCHN2 3.1: Wildtype qHTS. activity change, % at 1.84 µM. AID 720551, 2013. U2OS, BacMam KCNH2, thallium flux FluxOr; hits give low values. 340,000 compounds, 0.37% hits. Voltage-gated inwardly rectifying potassium channel KCNH2 (Homo sapiens), Q12809;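 active = maximum activity change below -70%; inconclusive = maximum activity change between -70% and -50%; inactive = maximum activity change above -50%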; also: % is scaled to controls: 0 for no effect and ±100 for the full control effect
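U2OS cells transduced with wild-type KCNH2 virus are loaded with FluxOr dye for 45 min, and thallium flux is measured in kinetic reads before and after stimulation buffer. Rate constants are normalized to DMSO controls.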
A-T KAP1 phos = qHTS Assay for Identifying a Potential Treatment of Ataxia-Telangiectasia; […] A-T fibroblasts, KAP-1 phosphorylation AlphaLISA; neocarzinostatin DNA damage 30 min before lysis; Potency, µM (series often up to 57.5 µM), for the others: top-dose activation, most hits filed as activators; 320,000 compounds, 0.19% hits; also: potency is read from the fitted curve at half-maximal effect; % of control where 0% means no effect; nearly all actives have a fitted effect of over 45% in size
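hTERT-immortalized A-T patient fibroblasts ([…]), 500 cells/well in OPTI-MEM, 1% FBS, got compounds for 60 min, then NCS for 30 min at 37C. Lysates were then assayed for phospho-KAP-1 by AlphaLISA (anti-pKAP1 donor, anti-KAP1 acceptor beads), 6 hr at 25C.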
a7 integrin act = qHTS for Activators of Integrin-Mediated Alleviation for Muscular Dystrophy | alpha7betagal myoblasts, beta-gal FDG fluorescence, 48 h | Potency, µM (highest dose often 38.3 µM), for inactives: top-dose activation, actives largely listed as activators | 350,000 compounds, 0.064% hits | AID 624291, 2012;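 also: potency is read from the fitted curve at half-maximal effect; 100% = response of the positive control SU9516; nearly all actives have a fitted effect of over 60% in size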
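Alpha7betagal+/- myoblasts (passage 13) were plated 16-24 hr, then exposed to compounds (1:260 dilution of DMSO stock) for 48 hours at 37C. After MPER lysis, β-galactosidase reporter activity was read as FDG fluorescence (ex 480/em 540) after 30 minutes.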
KCNH2 3.1 inh = qHTS for Inhibitors of KCHN2 3.1: Mutant qHTS. 340,000 compounds, 0.95% hits. U2OS KCNH2 3.1, thallium flux FluxOr; hits give low values. activity change, % (tested at about 1.8 µM). AID 720553, 2013;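 active = maximum activity change below -70%; inconclusive = maximum activity change from -70% to -50%; inactive = maximum activity change above -50%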;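 also: thallium influx rate constant from kinetic fluorescence after stimulation buffer; % is scaled to controls: 0 for no effect and ±100 for the full control effect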
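U2OS cells transduced with KCNH2 3.1 mutant virus (1.77 x 10^8 /mL, 4 h), plated overnight at 37 C, loaded 45 min with FluxOr dye plus Red40 quencher. Thallium flux rate constant from kinetic reads after stimulation buffer, normalised to controls.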
Starred values were filed as active, the others as inactive; u = inconclusive; x = no result given; [ ] = dose if it differs, or a comment. Unless noted, calls follow the shape of the dose curve; as a rule, active = well fitted curve in the direction sought with a large enough effect; inconclusive = small, poorly fitted or top-dose-only effect, or another doubt; inactive = no such curve, though single readings can be large; an effect the other way counts as inactive or inconclusive.

SMILES	MBNL1 CUG block	ASM inhibitor	MLL CXXC-DNA inh	TRPV1 agonist	Coupling enz	GALK inhibitor	hERG WT inh	A-T KAP1 phos	a7 integrin act	KCNH2 3.1 inh
Cc1ccc(-n2c(O)c(C=NC3CCS(=O)(=O)C3)c3ccccc3c2=O)cc1 (stereo not drawn)	u	29.3%	-2.4%	-0.4	-1.3	-3.0%	-21.2	0.3%	-19.4%	1.6
Cc1ccc(CS(=O)(=O)Cc2ccc(C(=O)NC3CC3)o2)cc1	-1.8%	2.2%	-0.9%	-0.1	x	3.3%	20.7	10.0%	16.8%	-10.6
CC1(C)CC(=O)c2c(nc(SCC(=O)Nc3nsc(-c4ccccc4)n3)c(C#N)c2-c2ccccc2)C1	186.5%[activator]	-8.5%	20.4%	3.1	0.2	-0.8%	5.6	8.9%	5.7%	0.2
C=C(C)CNC(=S)Nc1cccc2cnccc12	u	3.0%	u	-1.6	-0.9	1.0%	-1.6	12.1%	-24.9%	-3.7
CN(C)S(=O)(=O)c1ccc(C(=O)Nc2nc(-c3cc4ccccc4o3)cs2)cc1	-1.5%	16.2%	-0.4%	-0.8	-6.5	1.6%	-5.1	-6.5%	7.1%	4.4
CC(C)(CO)NCC(O)Cn1cc(C=O)c2ccccc21 (stereo not drawn)	x	-0.9%	-2.7%	-2.2	-2.5	0.6%	1.7	1.1%	-15.4%	5.5
O=C(CSc1nc2nc3c(cc2c(=O)n1-c1ccccc1)CCCC3)Nc1cccc2ccccc12	u	-5.1%	14.0%	4.3	-1.0	0.3%	-7.5	-2.0%	5.6%	-1.3
CC1c2cc3c(cc2CCN1C(=O)c1ccc(C(F)(F)F)cc1)OCCCO3 (stereo not drawn)	-4.8%	-8.2%	8.7%	6.9	x	-5.2%	-1.7	-3.5%	-40.8%	-0.3
Cc1ccc(C)c(NC(=O)[C@@H]2CCCN2S(=O)(=O)c2ccccc2F)c1	x	6.7%	x	4.2	x	x	1.2	-10.7%	8.7%	2.1
CCOC(=O)c1c(NC(=O)c2ccc(S(=O)(=O)N(C)CC3CCCO3)cc2)sc2c1CC(C)(C)NC2(C)C (stereo not drawn)	8.0%	-5.1%	-2.6%	0.8	7.8	2.7%	-2.6	1.7%	u	4.7
O=C1CC(C(=O)Nc2ccc(F)cc2)n2cnnc2N1 (stereo not drawn)	-5.0%	1.0%	8.1%	0.4	2.5	-2.5%	-5.2	-1.7%	5.4%	19.7
CCOC(=O)N1CCN(C(=O)c2cc(OC)cc(OC)c2)CC1	1.5%	1.1%	1.8%	-0.5	5.9	-0.2%	1.0	-4.3%	10.2%	26.9
NC(=O)c1ccccc1NC(=O)C1CCCO1 (stereo not drawn)	-8.7%	-0.5%	15.9%	-3.5	0.6	-4.0%	-2.5	-2.2%	-19.7%	3.0
O=C1COc2ccc(C(=O)COC(=O)Cc3c(F)cccc3Cl)cc2N1	x	-1.4%	x	17.4	x	x	-12.0	13.1%	12.8%	-5.6
CN(CCc1ccccn1)S(=O)(=O)c1ccccc1F	-10.3%	3.3%	10.8%	-1.3	-0.9	5.2%	-10.8	2.5%	8.3%	-2.8
CCOc1cc(/C=C\c2nc(O)c([N+](=O)[O-])c(=O)[nH]2)ccc1OC(C)C	u	1.7%	-15.5%	-4.9	2.2	1.4%	-9.6	-0.6%	-3.1%	10.7
CCC(Oc1ccccc1)C(=O)NC1CCSC1=O (stereo not drawn)	6.5%	-5.0%	1.5%	0.6	9.7	0.5%	3.0	-3.7%	15.3%	1.3
CCc1ccc(/C([O-])=C(/C(=S)NCCN2CCOCC2)[n+]2ccccc2)cc1	7.5%	6.2%	-6.4%	-1.7	-3.0	-3.8%	-3.9	-2.3%	0.0%	-3.6
Cc1ccc(NC(=O)C(=O)NN=C2CCCC2)cc1C	7.1%	-0.8%	-7.7%	1.3	2.1	-3.9%	8.8	-5.5%[11.5 µM]	-4.2%	-11.3
O=C(Cc1ccc(F)cc1)N/N=C/c1ccc(-c2ccc(Cl)c(C(=O)O)c2)o1	u	7.5%	1.3%	0.0	15.8	7.0%	x	0.3%	0.0%	24.3
O=C(CCc1ccc(O)cc1)NNC(=S)NCCc1ccccc1	-6.8%	3.8%	-19.8%	-0.6	2.3	x	-9.0	0.0%	9.4%	15.4
C[C@H](CO)N1C[C@H](C)[C@@H](CN(C)C(=O)NC2CCCCC2)Oc2c(cccc2N(C)C)C1=O	x	-0.6%	x	x	x	x	36.8	4.3%	3.2%	-19.1
COc1ccc(F)cc1S(=O)(=O)Nc1ccncc1	-1.8%	2.7%	-5.5%	-5.6	1.8	1.0%	7.3	0.9%	-16.1%	1.8
COc1ccc(C(C(=O)NC2CCCC2)N(CC2CCCO2)C(=O)Cc2cccs2)cc1OC (stereo not drawn)	-10.2%	-0.3%	0.7%	2.7	-1.2	11.9%	-7.2	-2.3%	15.5%	37.1
CCN(CC(=O)NCCCN1CCOCC1)S(=O)(=O)c1cc(Cl)ccc1Cl	1.5%	-1.6%	1.9%	3.0	-0.4	-0.8%	16.2	0.6%	6.2%	-5.5
Cc1ccc(S(=O)(=O)NCc2ccccc2)cc1C(=O)N1CCCCCCC1	x	4.0%	x	0.1	x	x	2.4	-1.1%	3.7%	-11.5
Cc1ccc(Oc2ncccc2COC(=O)Nc2ccccc2C)cc1	x	-11.6%	u	-6.6	-0.3	8.6%	-6.6	27.8%	1.8%	-6.4
Fc1ccccc1COc1ccc(-c2nnn(Cc3ccccc3F)n2)cc1	4.0%	1.9%	-6.0%	14.2	-2.9	1.6%	-3.7	6.2%	-6.8%	2.5
COc1cccc(C(c2sc3nc(C)nn3c2O)N2CCc3ccccc3C2)c1 (stereo not drawn)	-6.9%	3.4%	-23.5%	3.3	1.6	0.1%	-3.0	-0.6%	23.7%	9.8
O=C(NNc1nc2ccccc2s1)c1ccc(F)cc1	-2.0%	3.5%	8.7%	4.8	0.6	2.1%	-14.2	-2.6%	-0.4%	3.4
C=CCn1c(SCC(C)=O)nc2scc(-c3ccc(C)o3)c2c1=O	0.5%	-2.4%	8.3%	29.1	1.8	8.0%	-11.5	6.3%	5.5%	-8.2
CN(C)C(=O)N1CCN(C(=O)N2CCOCC2)CC1	-4.1%	0.9%	-5.5%	3.8	4.7	-2.8%	-6.9	4.2%	2.3%	-4.9
O=C(N/N=C/c1cccc(Oc2ccccc2)c1)c1cccc(Br)c1	17.9%	-4.5%	8.7%	17.1	x	-1.8%	6.1	-1.3%	-22.9%	-2.6
CC[C@]12c3[nH]c4cc(-c5ccco5)ccc4c3CCN1C(=O)[C@@H](CC(=O)NCC13CC4CC(CC(C4)C1)C3)C[C@@H]2C(=O)N1CCN(C(=O)c2ccco2)CC1	x	44.1%[activator]	x	x	x	x	-2.6	0.5%	-3.2%	-31.5
O=C(OCC(=O)N1CCN(C(=O)c2ccco2)CC1)c1cn(-c2ccccc2)nc1-c1ccccc1	41.6%[activator]	-5.1%	0.2%	11.5	2.3	17.1%	13.8	3.3%	18.5%	-32.7
Cc1ccc(NC2=CC(=O)CC(c3ccccc3)C2)cc1 (stereo not drawn)	7.0%	1.7%	27.8%	u	9.4	2.7%	0.2	-6.5%	-10.4%	20.1
CCCN1CCN(C(=O)Cn2ncc3ccccc32)CC1	u	1.5%	-0.9%	-0.7	-0.9	0.0%	-0.3	11.9%	0.3%	5.7
CN(C)C(=O)CCc1ccc2c3c([nH]c2c1)[C@]1(C)[C@@H](C(=O)N2CCCCC2)C[C@H](CC(=O)NCCC2=CCCCC2)C(=O)N1CC3	x	2.4%	x	x	x	x	1.1	0.1%	-10.1%	-10.9
CC(C)COc1ccc(C2NC(=O)NC2=O)cc1 (stereo not drawn)	-0.2%	2.6%	2.7%	19.6	3.6	1.0%	-4.2	4.7%	4.4%	1.8
